Screens as filed in PubChem BioAssay.
OX1R antag-1 = OX1R (human) antagonism; 330,000 tested, 1.8% active; AID 485270; inhibition, % at 6.6 µM; O43613; OX1R-expressing cells, FRET antagonist read-out; in the data active = inhibition mostly above about 38%, no sharp cut-off; inactive = mostly below about 40%;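 also: 0% = agonist challenge alone and 100% = reference antagonist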
Target sequence (O43613 whole entry, looked up): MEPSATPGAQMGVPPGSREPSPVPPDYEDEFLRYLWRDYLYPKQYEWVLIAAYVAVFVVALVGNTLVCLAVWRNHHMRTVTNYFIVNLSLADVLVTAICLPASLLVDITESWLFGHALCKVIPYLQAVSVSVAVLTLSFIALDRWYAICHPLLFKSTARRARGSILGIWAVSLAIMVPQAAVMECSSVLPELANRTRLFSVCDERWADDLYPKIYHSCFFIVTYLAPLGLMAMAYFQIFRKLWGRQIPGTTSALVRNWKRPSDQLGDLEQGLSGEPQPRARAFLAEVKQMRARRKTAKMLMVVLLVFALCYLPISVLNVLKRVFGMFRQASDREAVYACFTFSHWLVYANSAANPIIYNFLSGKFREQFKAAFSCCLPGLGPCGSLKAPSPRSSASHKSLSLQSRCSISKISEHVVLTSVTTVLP
OX1R antag-2 = antagonists of human orexin 1 receptor; O43613; inhibition, % at 5 µM; 330,000 tested, 0.43% active; CHO/OX1R cells, Fluo-8 calcium fluorescence, orexin A; AID 434989;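 active = inhibition above its plate's threshold, mean inhibition of all tested compounds on the plate plus 3 SD, cut at about 37% in these data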;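 also: 0% = orexin A challenge wells and 100% = SB-334867-A antagonist wells; not every result past the cut was called active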
* marks the source's active call; other numbers are inactive results; & = joins results of further samples.

Values run as follows: OX1R antag-1, OX1R antag-2
- CCOc1ccc(S(=O)(=O)Nc2ccc(C(=O)N3CCCC3)cc2)cc1
 : 12, -21
- Cc1ccc(CNC(=O)c2cn(C)c3ccc(S(=O)(=O)N4CCOCC4)cc3c2=O)cc1
 : -2, -15
- COc1ccc(C)cc1NC(=O)Cn1cnnn1
 : 9, -13
- O=C(/C=C/c1cccc(F)c1)c1ccc(N2CCOCC2)cc1
 : 11, -16
- Cc1cc(C(=O)NNC(=O)c2cccc(C(F)(F)F)c2)no1
 : 2, -9
- CC(/C=N\NC(=O)c1cccnc1)c1ccccc1 (configuration not stated)
 : -1, -10
- O=C(CSc1nc2ccccc2s1)NNC(=S)Nc1ccc(Cl)cc1
 : 10, -17
- CC(=O)CSc1nnc(-c2ccc(S(=O)(=O)N3CCOCC3)cc2)n1C
 : 14, -7
- COc1ccc(N2C(=O)NC3CC2(C)Oc2ccccc23)cc1 (configuration not stated)
 : 21, -18
- CC1(C)c2[nH]c3ccccc3c2C[C@H]2C(=O)N(Cc3ccccc3)C(=O)N21
 : 24, -34
- CCSc1nnc(NC(=O)Cc2cccc(OC)c2)s1
 : 15, -39
- CCS(=O)(=O)N1CCN(c2ccc([N+](=O)[O-])c(NCc3cccnc3)c2)CC1
 : 21, -35
- CCOc1cc(/C=N/NC(=O)c2cccc([N+](=O)[O-])c2)ccc1OS(=O)(=O)c1ccccc1
 : 17, 0
- O=C(c1ccc(S(=O)(=O)N2CCOCC2)cc1)N(c1cccc(Cl)c1)C1C=CS(=O)(=O)C1 (configuration not stated)
 : 16, -27
- CC(C)c1nnc(NC(=O)CC(C)c2ccccc2)s1 (configuration not stated)
 : 11, -31
- Cc1ccc(C(=O)NCC(=O)NC2CCC(C)CC2)s1 (configuration not stated)
 : -1, -16
- CCCOc1ccc(Cl)cc1/C=C1/C(=O)ON=C1C
 : -3, -4
- CC1CCCC(NC(=O)CN2CCN(S(=O)(=O)c3cccs3)CC2)C1C (configuration not stated)
 : -1, -22
- O=C(OCC(=O)N1CCCC1=O)c1ncc(Cl)c(Cl)c1Cl
 : 18, -13
- Cc1cc2cc(CNC(=O)C3CCCC3)ccc2n1C
 : 15, -29
- CC(C)(C)NC(=O)Nc1ccc2nccnc2c1
 : 43, -26
- COc1ccccc1C(=O)NC(CCSC)C(=O)Nc1ccc(C)c(S(=O)(=O)N2CCOCC2)c1 (configuration not stated)
 : 7, -21
- Cc1ccc2c(c1)N(CC(=O)OCC(=O)NCc1ccccc1)C(=O)CO2
 : 24, 10
- Cc1ccc(N(CN2CCCC2=O)C(=O)c2ccccc2)cc1
 : 24, -7
- O=C(Nc1ccsn1)c1ccc(Cl)cc1Cl
 : 12, -18
- COc1ccc2c(c1)cc1n2CCN=C1NCCO
 : 18, -2
- O=C(c1ccco1)N1CCC(N2CCN(c3ccccc3)CC2)CC1
 : 2, -17
- COc1cc2c(cc1OC)-c1n[nH]c(=S)n1C(C)(C)C2
 : 14, -2
- Nc1nnc(C2CCCC2)s1
 : 5, -6
- Cc1ccc2cccnc2c1N
 : 9, -1
- Cc1cc(Cl)ccc1OCCCC(=O)Nc1cccnc1
 : 20, 1
- CC(=O)Oc1ccc(/C=N/NS(=O)(=O)c2ccc(C)cc2)c(OC(C)=O)c1
 : 8, -8
- CCOc1cccc(/C=N/NC(=O)c2cc(-c3cccn3C)n[nH]2)c1O
 : 39, 1
- O=C(NC1CCCCC1)c1cc(-c2ccc(O)cc2)on1
 : 16, -12
- COc1ccc(C(=O)OCC(=O)c2ccc(C)c(S(=O)(=O)N3CCOCC3)c2)cc1OC
 : 28, 5
- CCc1nc(N2CCC3(CC2)OCCO3)c2nnn(Cc3ccccc3)c2n1
 : 4, -2
- Oc1oc(-c2ccccc2)nc1C=NCc1ccccc1
 : 24, -5
- CCOC(=O)c1ccc(NC(=O)C2CC(=O)N(c3ccc4c(c3)OCCO4)C2)cc1 (configuration not stated)
 : 2, -32
- O=C(NNC(=S)NC(=O)c1ccc(Br)cc1)c1ccc([N+](=O)[O-])cc1
 : 21, -3
- CCN(CC)S(=O)(=O)c1cc(NS(=O)(=O)c2ccccc2)ccc1C
 : 44, -16

The closing 6 records of the part before are carried over, then new ones follow:
Values run as follows: OX1R antag-1, OX1R antag-2
- COc1ccc(C(=O)OCC(=O)c2ccc(C)c(S(=O)(=O)N3CCOCC3)c2)cc1OC
 : 28, 5
- CCc1nc(N2CCC3(CC2)OCCO3)c2nnn(Cc3ccccc3)c2n1
 : 4, -2
- Oc1oc(-c2ccccc2)nc1C=NCc1ccccc1
 : 24, -5
- CCOC(=O)c1ccc(NC(=O)C2CC(=O)N(c3ccc4c(c3)OCCO4)C2)cc1 (configuration not stated)
 : 2, -32
- O=C(NNC(=S)NC(=O)c1ccc(Br)cc1)c1ccc([N+](=O)[O-])cc1
 : 21, -3
- CCN(CC)S(=O)(=O)c1cc(NS(=O)(=O)c2ccccc2)ccc1C
 : 44, -16
- CC(=O)N1N=C(N)SC1(C)C
 : 12, -10
- CCCC(CCC)C(=O)O
 : 12&21, -5&1
- CC(=O)N1CCc2cc(Br)cc(S(=O)(=O)NCC3CCCO3)c21 (configuration not stated)
 : 24, 8
- O=C(Nc1ccc(-c2noc(CCc3ccccc3)n2)cc1)c1ccco1
 : 35, -3
- Brc1ccc(CSc2ccc(-c3ccco3)nn2)cc1
 : 29, -10
- O=C1C2C3C=CC(C4CC34)C2C(=O)N1/N=C/c1ccc([N+](=O)[O-])o1 (configuration not stated)
 : 57, -11
- C[C@H]1COC(=O)[C@H](Cc2ccc(F)cc2)C/C=C\C[C@@H](CC(=O)N(CCO)Cc2ccccc2)C(=O)N1
 : 6, -4
- Cc1nnc(-c2cnn(-c3ccccc3)c2N)n1Cc1ccccc1
 : 11, -11
- CC(=O)Nc1ccc(S(=O)(=O)Nc2cc(C)cn(Cc3ccc(C)cc3)c2=O)cc1
 : 21, -15
- CCCN(CCC)C(=O)Cn1c2ccccc2c2nc(=O)cc(C)n21
 : 5, -23
- COc1ccc(/C=C(/NC(=O)c2ccccc2)C(=O)NC2CCS(=O)(=O)C2)cc1 (configuration not stated)
 : 28, -2
- COC(=O)CCn1nc(-c2ccc(Cl)cc2)c2ccccc2c1=O
 : 13, -33
- COc1ccc(-c2nc(SC)n(S(=O)(=O)c3ccccc3)n2)cc1
 : 2, -10
- COc1ccc(CN(CCC(c2ccco2)C(C)C)C(C)=O)cc1OC (configuration not stated)
 : 14, -18
- C#CCOC(=O)Nc1cc(C)n(-c2ccccc2)n1
 : 1, -5
- CCN(CC)c1ccc2cc(C(N)=O)c(=N)oc2c1
 : 71, -28
- NC(=O)c1cnn(-c2cc(Oc3ccccc3)ncn2)c1N
 : 4, -8
- CC1(C)CC(=O)C(=CN2CCOCC2)C(=O)C1
 : 26, 5
- CC[C@H](C)C(=O)O[C@H]1CCC=C2C=C[C@H](C)[C@H](CC[C@@H]3C[C@@H](O)CC(=O)O3)[C@H]21
 : 22, -13
- O=C(CN1CCSC1=NCc1ccccc1)c1ccccc1
 : 7, -27
- O=C(Cc1ccccc1)N1CCN(C(=O)c2ccco2)CC1
 : 8, -11
- Cn1c(=O)n(C)c2cc(NS(=O)(=O)c3ccccc3[N+](=O)[O-])ccc21
 : 4, -6
- COc1ccc(C(=O)C[n+]2ccc3ccccc3c2C)cc1
 : 3, -10
- COc1ccc(CN(C)S(=O)(=O)c2nnc(NC(=O)c3ccccc3)s2)cc1OC
 : 22, -8
- CCCNC(=O)N1CCN(S(=O)(=O)c2ccc(C)c(C)c2)CC1
 : 18, -11
- O=C(CNCC1CCCO1)N1CCCCCC1 (configuration not stated)
 : 11, -5
- Cc1nn(-c2ccccc2)c2nc(N)c(C(N)=O)cc12
 : -2, -3
- CCOC(=O)C(C(C)=O)C(c1ccc(OCCC(C)C)cc1)C(C(C)=O)C(=O)OCC (configuration not stated)
 : 15, 0
- O=C(Cc1cccs1)Nc1ccc([N+](=O)[O-])cc1
 : 8, -5
- Cc1ccc(NC(=O)c2cccc3c2C(=O)N(C2CCCCC2)C3)c(C)c1
 : 14, -19
- COCCN(C(=O)Cc1cccs1)c1nnc(-c2ccncc2)s1
 : 9, -15
- CCCCCCC1CC(=O)NC(=S)N1 (configuration not stated)
 : 14, 3
- COc1ccccc1CNS(=O)(=O)c1ccc2c(c1)CC(C)N2C(=O)C1CCC1 (configuration not stated)
 : 60*, 55*
- Nc1nc2c(F)c(F)c(F)cc2s1
 : 5, 7
- Cc1oc(C)c(C(=O)Nc2ccc(CC(=O)O)cc2)c1C(=O)Nc1ccc(CC(=O)O)cc1
 : 14, -16
- Cc1ccc(C)c(S(=O)(=O)N=Nc2c(O)[nH]c3ccccc23)c1
 : 33, -6
- Clc1ccc(-c2nnc(NC3=NCCCCC3)o2)cc1
 : 12, -15
- CCc1cc(=O)oc2cc(OCC(=O)N3CC[C@@]4(O)CCCC[C@H]4C3)ccc12
 : 11, -25
- COc1ccc2c(c1)c(C(=O)N/N=C/c1ccc(Cl)cc1)c(C)n2C
 : 7, -27
- COc1cccc(Oc2ccc(C(F)(F)F)cc2N)c1
 : 4, -22
- O=C(Nc1nc2ccccc2n1CCOc1ccc(Cl)cc1)c1ccco1
 : 13, -48
- Cc1ccc(C(=O)NC2CCN(CCCC(=O)c3ccc(F)cc3)CC2)cc1
 : 4, -15
- COc1ccc(-c2cccc([C@H]3[C@@H]4C=CCC[C@@]4(C)C(=O)N3Cc3ccccc3)c2)cc1
 : 2, -40
- Cc1cccc(NC(=O)C2CCCN(C(=O)Nc3ccc(F)cc3)C2)c1C (configuration not stated)
 : 21, -29
- O=C1Nc2ccccc2N=C(c2ccccc2)C1N1CCOCC1 (configuration not stated)
 : 10, 1
- Cc1noc(NS(=O)(=O)c2ccc(NC(=O)CSc3nc4c(cc3C#N)CCC4)cc2)c1C
 : 7, 14
- CN1C(=O)CC(P(=O)(c2ccccc2)c2ccccc2)N(C)C1=O (configuration not stated)
 : 1, -7
- Cc1ccc(OCC(=O)Nc2ccccc2C(N)=O)cc1
 : 15, -19
- N#Cc1ccc(Oc2ccc(NC(=O)C3CC=CCC3C(=O)O)cc2)cc1 (configuration not stated)
 : 6, 6
- CCC(C(=O)OC)n1cnc2c(nnn2-c2ccc(OC)cc2)c1=O (configuration not stated)
 : 10, -8
- COc1nc(Nc2ccc(C(C)C)cc2)nc(OC)n1
 : 9, -17
- O=C(NCc1ccccc1)c1ccccc1OCC(=O)N1CCCCC1
 : 12, -15
- CSc1ccccc1OCc1cc(C(=O)NCC(C)(C)N2CCOCC2)no1
 : 27, -18
- OC(CC#CCN1CCOCC1)(c1ccccc1)c1ccccc1
 : 9, -11
- O=C(COc1ccc(Br)cc1)N1CCC(c2ccccc2)C1 (configuration not stated)
 : 48, -14
- C=CCN(CC=C)CC(=O)Nc1cccc(Oc2cnccn2)c1
 : 2, -18
- C[n+]1ccc(C(=O)Nc2ccccc2Cl)cc1
 : 32, -5
- O=c1c2cc(F)ccc2sn1-c1ccccc1
 : 29, 46
- O=C(NCC(O)c1ccccc1)c1ccccc1 (configuration not stated)
 : 27, 4
- CCCCNC(=O)Oc1ccc(C(=O)N2c3ccccc3NC(=O)C2C)cc1 (configuration not stated)
 : 6, -12

Following part:
Values run as follows: OX1R antag-1, OX1R antag-2
- O=C(NCCN1CCCc2ccccc21)C1CCC(=O)N(CCc2ccccc2)C1 (configuration not stated)
 : 2, -25
- O=C1CCC(C(=O)N2CCCCO2)CN1Cc1ccc(Cl)cc1 (configuration not stated)
 : 9, -3
- Cc1ccc(C(C(=O)NCC2CCCO2)N(C(=O)c2snc(C(N)=O)c2N)c2ccc(F)cc2)o1 (configuration not stated)
 : 21, -26
- CC/C(C)=N/Nc1ccc(S(=O)(=O)N2CCCC2)cc1[N+](=O)[O-]
 : 44, -15
- NS(=O)(=O)c1ccc(NC(=O)COc2ncnc3sccc23)cc1
 : 7, -4
- Cc1ccc(-n2[nH]c(C)c(/C=N/n3c(C)nc4ccccc4c3=O)c2=O)cc1
 : 17, -20
- COC(=O)CSc1nc(C)c2c(n1)CCCC2
 : -2, -12
- Cc1ccc(C)n1-c1ccc(C#N)cn1
 : 23, -7
- O=C1CSC(=S)N1/N=C/c1ccc(O)c(O)c1O
 : 84*, -2
- CC(=O)N1CCC(=NNc2nc3ccccc3s2)CC1
 : 13, -9
- CC(=O)Nc1ccc(S(=O)(=O)NCCC(=O)NCC2COc3ccccc3O2)cc1 (configuration not stated)
 : 10, -6
- COc1cc(/C=N/n2c(-c3ccccc3)n[nH]c2=S)ccc1O
 : 14, -2
- COc1cc(NC(=O)c2onc(C)c2Cl)cc(OC)c1OC
 : 2, -13
- Cc1oc(-c2cc3c(cc2Cl)OCO3)nc1CN1CCCC1c1ccc(F)cc1 (configuration not stated)
 : 17, -39
- N#CC1=C(N)Oc2ccccc2C12C(=O)Nc1n[nH]c(-c3ccccc3)c12 (configuration not stated)
 : 22, -4
- O=Cc1ccc(OC2OCCOC2Oc2ccc(C=O)cc2)cc1 (configuration not stated)
 : 8, 5
- CCn1nc(C)c(/C=N/NC(=O)Cc2ccc(Cl)cc2)c1C
 : 15, -26
- COc1ccc(Br)cc1C1CC(=O)C(C)C(c2cc(Br)ccc2OC)N1 (configuration not stated)
 : -1, -47
- Nc1c(C(=O)NCc2cccnc2)sc(=S)n1-c1ccccc1
 : 25, -9
- CC(=O)c1ccc(N2CCN(C(=O)c3nn(C)c4c3CS(=O)(=O)c3ccccc3-4)CC2)cc1
 : 13, -33
- O=C1N=C(N2CCCCC2)SC1=C1CCCCC1
 : 9, -1
- O=C(N/N=C/C=C\c1ccccc1[N+](=O)[O-])c1cccs1
 : 16, -22
- O=c1c(C=NCCCO)c(-c2ccccc2)[nH]n1-c1nc2ccccc2s1
 : 9, -29
- CCOc1ccc(/C=C/C(=O)NC2CCCCC2)cc1
 : 12, -26
- O=C1c2ccsc2SCCN1Cc1cccc(F)c1
 : 18, -29
- CSCCC1NC(=O)N(CC(=O)Nc2c(Cl)cc(Cl)cc2Cl)C1=O (configuration not stated)
 : 26, -17
- CCOC(=O)c1ccc(N2CCN(c3cc(C)ccc3C)CC2)c(N)c1
 : 3, -47
- C=CCNC1=C(Cl)C(=O)N(c2cccc(Cl)c2Cl)C1=O
 : -5, 9
